DT40 TDP1 no CPT: qHTS for Inhibitors of human tyrosyl-DNA phosphodiesterase 1 (TDP1): qHTS in cells in absence of CPT | DT40 Tdp1-/- hTDP1 cells, no CPT, ATP luminescence, 48 h | Potency, µM (top dose mostly 46.2 µM), inactives show top-dose activity change, negative = growth inhibition, most hits filed as inhibitors | 420,000 compounds, 15% hits | AID 686978, 2013; also: nearly all actives have a fitted effect of over 55% in size
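Compound effects on proliferation are scored in DT40 Tdp1-/-;hTDP1 cells in the absence of CPT. ATP levels (CellTiter-Glo luminescence) are recorded after a ≥48 hr, 37 °C incubation.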
TDP1 block: TDP1 (human) enzyme inhibition | Potency, µM (doses to about 130 µM), without a hit: top-dose activity change, negative = inhibition, actives largely listed as inhibitors | recombinant TDP1, AlphaScreen DNA substrate cleavage | Q9NUW8 | AID 485290 | 350,000 compounds, 0.28% hits; also: nearly all actives have a fitted effect of over 40% in size
Target sequence (Q9NUW8 whole entry, looked up): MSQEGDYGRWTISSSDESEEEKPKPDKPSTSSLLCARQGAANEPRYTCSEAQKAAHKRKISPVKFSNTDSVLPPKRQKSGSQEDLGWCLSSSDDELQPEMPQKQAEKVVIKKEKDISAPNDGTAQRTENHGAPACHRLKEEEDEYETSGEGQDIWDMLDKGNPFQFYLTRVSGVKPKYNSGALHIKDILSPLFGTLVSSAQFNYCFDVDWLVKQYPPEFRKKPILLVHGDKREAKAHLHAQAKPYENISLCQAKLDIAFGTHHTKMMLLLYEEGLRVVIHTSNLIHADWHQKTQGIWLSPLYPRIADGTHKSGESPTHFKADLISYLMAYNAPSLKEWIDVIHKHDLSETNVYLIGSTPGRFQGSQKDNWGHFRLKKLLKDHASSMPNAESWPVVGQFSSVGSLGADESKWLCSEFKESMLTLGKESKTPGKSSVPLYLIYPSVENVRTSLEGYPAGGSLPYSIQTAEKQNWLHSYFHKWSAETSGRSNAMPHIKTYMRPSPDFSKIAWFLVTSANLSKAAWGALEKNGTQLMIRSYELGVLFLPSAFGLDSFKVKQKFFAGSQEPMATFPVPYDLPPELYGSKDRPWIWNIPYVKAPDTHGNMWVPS
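Recombinant E. coli-expressed Tdp1 (1 nM) preincubated with compound 15 min at RT, then 5'-biotin/3'-phosphotyrosine-FITC DNA substrate (15 nM) added for 5 min. AlphaScreen beads (10 ug/ml) added, 10 min RT; tyrosine-FITC cleavage read as signal loss.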
TDP1 cell CPT: DT40-hTDP1 cell growth loss with CPT. AID 686979. 420,000 compounds, 12% hits. chicken DT40 Tdp1-/-;hTDP1 cells + 20 nM CPT, ATP luminescence, 48 h. Potency, µM (titrated, usually from 46.2 µM), without a hit: top-dose activity change, negative = growth inhibition, usual class: inhibitors; also: nearly all actives have a fitted effect of over 55% in size
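Cell growth measured by CellTiter-Glo luminescence after a minimum 48 h, 37 C compound exposure with 20 nM CPT in Tdp1-knockout DT40 cells stably expressing hTDP1, seeded 400/well; qHTS titration format.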
* hit, by the source's call; ? = inconclusive; nt = no result given; & = joins results of further samples; [ ] = remark or other dose. Calls follow the shape of the dose curve; as a rule, active = well fitted curve in the direction sought with a large enough effect; inconclusive = small, poorly fitted or top-dose-only effect, or another doubt; inactive = no such curve, though single readings can be large; an effect the other way counts as inactive or inconclusive. % is scaled to controls: 0 for no effect and ±100 for the full control effect; potency is read from the fitted curve at half-maximal effect.

smiles	DT40 TDP1 no CPT	TDP1 block	TDP1 cell CPT
O=S(=O)(/C(=C/c1ccc(C(F)(F)F)cc1)c1nc2ccccc2[nH]1)c1ccccc1	2.91µM*	8.1%	2.59µM*
O=C(O)CC/C(=N/Nc1ncc(C(F)(F)F)cc1Cl)C(=O)O	2.6%	4.8%	-4.8%
CN1c2ccccc2Sc2cc(N)ccc21	16.4µM*	nt	-23.3%
O=C(O)c1cc([N+](=O)[O-])ccc1NCCCc1ccccc1	?	4.0%&11.0%&11.0%&7.1%&9.5%	?
O=C(Nc1cccc(F)c1)N1CCC(c2ccccc2)CC1	-3.0%	nt	-27.3%
Cc1ccc(C)c2nc(SCC(=O)Nc3ccc4c(c3)OCO4)c(C#N)cc12	1.8%	nt	16.3%
CC(C)COP(=O)(c1ccc(N(C)C)cc1)C(O)c1ccccn1 (stereo not given)	-25.8%	4.2%	8.3%
Cc1ccc(OC(C)C(=O)Nc2ccc(C)c(S(=O)(=O)Nc3ccc(C)cc3C)c2)cc1 (stereo not given)	?	8.5%	?
N/C(=N\OC(=O)CCCCCN1C(=O)c2ccccc2C1=O)c1ccccn1	17.5%	-5.1%	5.7%
C=CCN(CC=C)Cc1c(O)ccc2c1oc(=O)c1ccccc12	-23.2%	nt	?
O=C(O)c1cc(N=Nc2c(O)ccc3ccccc23)cc(C(=O)O)c1	-4.8%	-5.5%	-24.2%
COCCCN=Cc1c(C)[nH]n(-c2ccc(Br)cc2Br)c1=O	-2.9%	5.8%	8.6%
Cc1ccc2nc(COc3cccc(NC(=O)c4ccccc4Cl)c3)cc(=O)n2c1	-18.2%	-2.7%	-18.6%
c1csc(CNc2ncnc3sccc23)c1	5.17µM*	nt	5.17µM*
Clc1cccc(Cl)c1C1=NOC(c2nnc(-c3ccccc3)o2)C1 (stereo not given)	-20.6%	3.8%	-24.8%
Cc1ccc(NC(=O)CN(C)S(=O)(=O)c2cccc3cccnc23)cc1F	?	0.2%&6.8%	?
Cc1ccc2c(c1)N(CCC(=O)NCc1ccc(F)cc1)C(=O)CO2	-26.0%	0.9%	3.7%
Nc1nc2n(n1)C(c1ccccc1)CC(c1ccc(F)cc1)N2 (stereo not given)	-13.3%	2.5%	-4.5%
CC(Oc1cc2oc(=O)c3c(c2cc1Cl)CCCC3)C(=O)NCCN1CCOCC1 (stereo not given)	13µM*	1.5%	?
COc1ccc(-c2nnc(SCC(=O)Nc3cc(C)on3)n2N)cc1OC	-6.5%	3.2%	-10.1%
Cc1cccc(NS(=O)(=O)c2ccc(C)c(C(=O)OCC(=O)Nc3cc(C)on3)c2)c1	?	6.6%	?
Cc1ccsc1CN1CCc2nc(Nc3ccccc3)ncc2C1	?	8.8%	?
CC(=O)NCC1COc2ccccc2O1 (stereo not given)	-7.1%	nt	4.9%
COc1ccc(/C(N)=N/OC(=O)Cc2ccccc2)cc1	-2.6%	?	13.2%
CCN(CC)c1ccc(/C=N/NC(=O)c2ccc3c(c2)OCCO3)cc1	-26.2%	6.0%	-17.0%
Fc1ccc2cc(-c3ccsc3)ncc2c1	-12.4%	0.5%	0.4%
O=C(COc1ccccc1)Nc1ccc2c(c1)nc1n2CCOC1	-16.0%	1.1%	-0.5%
CN=c1scc(C)n1/N=C/c1ccc(O)c(O)c1O	18.4µM*	-2.0%	16.4µM*
O=S(=O)(Nc1ccc(-c2cnco2)cc1)c1ccccc1	2.2%	7.5%	-1.1%
O=C(/C=C/c1ccc(F)cc1)c1ccccc1Br	16.4µM*	-5.7%	?
COc1ccc(C(=O)Nc2cccc(S(=O)(=O)NC3=NCCC3)c2)cc1OC	12.3%	-0.1%	22.9%
Cn1cc(/C=N/Nc2ccccc2)c2ccccc21	?	10.3%	?
CCN1CCN(CCNC(=O)Cn2c(=O)c3cccn3c3ccc(F)cc32)CC1	28.8%	1.6%	-0.2%
Cc1ccc(CNC(=O)CN(c2ccc(C)cc2)S(=O)(=O)c2c(C)n[nH]c2C)cc1	-22.1%	-0.4%	-24.6%
CCO[C@H]1OC(C(=O)NCc2ccccc2)=C[C@@H](C2CC2)[C@@H]1CCCO	-6.5%	7.7%	-24.0%
CC(C)c1ccc(C2c3[nH]c4ccccc4c3C[C@H]3C(=O)N(c4ccccc4C(=O)N4CCC[C@H]4C(=O)O)C(=O)N23)cc1 (stereo not given in full)	3.0%	nt	10.4%
CCC(=O)N1CCN(c2ccc(Cl)cc2NC(=O)c2ccc([N+](=O)[O-])o2)CC1	?	2.6%	18.4µM*
COc1ccc(-c2cc(CC3(C(=O)O)CCN(C(=O)OC(C)(C)C)CC3)on2)c(OC)c1	1.4%	nt	7.7%
O=C(O)c1ccc(-n2ncc3c2/C(=C\c2cccc([N+](=O)[O-])c2)CC3)cc1	?	nt	?
CCCS(=O)(=O)NC(=O)C1(C)CCCN(C(=O)COc2ccc(Cl)cc2Cl)C1 (stereo not given)	-19.5%	nt	?
O=C(COC(=O)c1ccccc1NCCO)Nc1cc(C(F)(F)F)ccc1N1CCOCC1	?	-3.9%	18.4µM*
Cc1cc2nn(-c3ccccc3)nc2cc1NC(=O)COc1ccc(Cl)cc1	?	-3.1%[12.3 µM]	?
COc1ccc(-c2csc(NC(=O)C3COc4ccccc4O3)n2)cc1OC (stereo not given)	13µM*	nt	16.4µM*
O=C(NC(=S)N1CCCCCC1)c1ccccc1Cl	-15.9%	2.5%	?
O=[N+]([O-])c1ccc(/C=N\N2CCN(Cc3ccccc3Cl)CC2)cc1	?	nt	?
CCc1cc(CNC(=O)C2CCC(=O)N(Cc3ccccc3F)C2)on1 (stereo not given)	5.7%	nt	-12.0%
Cc1ccccc1CN1C(=O)C(O)(CC(=O)c2cccc(Br)c2)c2ccccc21 (stereo not given)	5.17µM*	1.3%[12.3 µM]	-81.3%
O=C(C1CCCCC1)N1CCC2CC1c1cc(N3CCCCC3)ccc12 (stereo not given)	20.6µM*	nt	18.4µM*
CCC(=O)N1CCC1(C)C(=O)NCc1ccccc1SC (stereo not given)	-13.8%	nt	-12.6%
CCN=C1S/C(=C/c2ccc(-c3ccc(F)cc3)o2)C(=O)N1CC	?	nt	-27.6%
COc1ccc(C(=O)NCc2ccc3c(c2)CCN3C(=O)c2ccncc2)cc1	?	4.4%	?
COc1ccc(-c2n[nH]c(=S)n2Cc2ccccc2)cc1	?	nt	-12.0%
Cc1ccccc1C(=O)Nc1ccnn1C1CCN(Cc2ccc(CO)o2)CC1	24.0%	2.9%	-3.4%
COc1ccc(C(=O)OCC(=O)c2ccc3c(c2)NC(=O)CO3)cc1[N+](=O)[O-]	-9.3%	-0.7%	4.0%
COc1cc([C@@H]2CC=C(C(=O)O)CN2S(=O)(=O)c2ccc(C)cc2)cc(OC)c1OC	-0.8%	-2.2%	3.8%
N#CC1(C#N)[C@@H](C(=O)C23CC4CC(CC(C4)C2)C3)C12CCOCC2	-20.6%	5.6%	-27.7%
O=C(CCc1ccccc1)OCCOC(=O)CCc1ccccc1	1.7%	?	1.5%
CCn1cc(C2C(C(=O)Nc3cc(C)ccn3)=C(C)NC3=C2C(=O)CC(C)(C)C3)c(C)n1 (stereo not given)	1.2%	1.3%	-10.4%
Cc1c(-c2c(C#N)c(N)nc3c2CCCCCC3)cnn1C	-17.3%	2.9%	-13.3%
O=C(Nc1nnc([C@@H]2C[C@H](O)[C@@H](CO)O2)s1)c1cccs1	3.0%	nt	10.2%

Later entries
smiles	DT40 TDP1 no CPT	TDP1 block	TDP1 cell CPT
O=[N+]([O-])c1c(Nc2ccc(O)cc2)cc(Cl)c2nonc12	1.3µM*	nt	1.3µM*
Cc1ccc(NC(=O)Cc2nnc(SCC(=O)NC3CCCC3)n2C)cc1	-3.5%	nt	-25.4%
COc1ccc(S(=O)(=O)Oc2c(OC)cc(C(=S)N3CCOCC3)cc2OC)cc1	0.3%	4.8%	5.3%
Cc1ccc(N=C(N)N=C(N)N)cc1	-26.7%	-4.3%	-12.9%
CCOC(=O)c1c(-c2ccc(C)o2)csc1NC(=S)NC(=O)N(C)C	?	9.6%	?
NC(=O)CCn1c(C(=O)c2cc(Cl)c(N)c(Cl)c2)c2ccccc2[n+]1[O-]	-13.2%	nt	-13.4%
O=C(O)c1ccc(/C=N/NC(=O)c2cc(-c3cccs3)nc3ccccc23)cc1	11.6µM*	2.8%	?
O=C(NCCN1CCOCC1)c1ccc(/C=C2\Sc3ccccc3N(Cc3ccc(F)cc3)C2=O)cc1	?	5.7%	?
COC(=O)/C=C1\S/C(=N/NC(=O)c2ccccc2)NC1=O	-4.0%	3.9%	-8.7%
COc1ccc(OC)c(S(=O)(=O)N/N=C\c2cn(CC(N)=O)c3ccccc23)c1	?	2.4%	13µM*
FC(F)(F)c1cccc(Nc2c3c(nc4ccc(Cl)cc24)CCC3)c1	6.51µM*	2.3%	7.31µM*
COc1ccc(/C(N)=N/OC(=O)c2ccco2)cc1OC	?	4.9%	-23.9%

The last five entries of the section above lead into the next.
smiles	DT40 TDP1 no CPT	TDP1 block	TDP1 cell CPT
O=C(NCCN1CCOCC1)c1ccc(/C=C2\Sc3ccccc3N(Cc3ccc(F)cc3)C2=O)cc1	?	5.7%	?
COC(=O)/C=C1\S/C(=N/NC(=O)c2ccccc2)NC1=O	-4.0%	3.9%	-8.7%
COc1ccc(OC)c(S(=O)(=O)N/N=C\c2cn(CC(N)=O)c3ccccc23)c1	?	2.4%	13µM*
FC(F)(F)c1cccc(Nc2c3c(nc4ccc(Cl)cc24)CCC3)c1	6.51µM*	2.3%	7.31µM*
COc1ccc(/C(N)=N/OC(=O)c2ccco2)cc1OC	?	4.9%	-23.9%
CCCOc1ccc(N2C(=O)CC(NCc3ccncc3)C2=O)cc1 (stereo not given)	-8.5%	2.2%	-13.2%
CSc1ccccc1NC(=O)CN(C)C(=O)COc1cccc2cccnc12	3.26µM*	-2.2%	5.17µM*
CC(C)CCNC(=O)c1cn(CC(C)C)c(=O)c2c1c1ccccc1n2C	?	nt	-27.4%
CCNc1nc(CN2CCOCC2)nc2sc3c(c12)CCC3	-28.8%	3.0%	0.0%
CCOC(=O)Cn1c(=O)oc2cc(S(=O)(=O)NCc3cccs3)ccc21	-14.1%	0.0%	-7.8%
CC(=O)Nc1ccc(S(=O)(=O)NCc2nc(-c3cccc(C)c3)no2)cc1	-28.1%	0.5%	-10.8%
Cn1c(=O)c(-c2ccc(Cl)cc2)nc2cnc(Oc3cccc(Cl)c3)nc21	-11.2%	nt	-21.5%
CN(Cc1ccccc1)C(=O)COC(=O)COc1ccc(Cl)cc1	-0.8%	-0.7%	-4.2%
Cc1nc(N2CCCC2)ncc1C(=O)Nc1ccccc1	-10.4%	1.2%	-28.3%
CCC(CC)c1nc2cc(OC)c(OC)cc2c(=O)o1	-12.1%	-4.2%	-1.7%
CCOC(=O)c1c(NC(=O)CSc2cn(CCNC(=O)c3ccc(OC)c(OC)c3)c3ccccc23)sc2c1CCCC2	2.91µM*	0.6%	7.31µM*
COc1ccc(C(CNC(=O)c2ccccc2C)N2CCCC2)cc1 (stereo not given)	-2.4%	7.6%	-19.6%
Oc1c(Br)cc(/C=N/NC(=S)NCC2CCCO2)cc1Br (stereo not given)	?	2.5%	?
O=C1CC(c2ccc(Br)cc2)c2c(ccc3ccccc23)N1 (stereo not given)	?	nt	?
O=C(Nc1cnccn1)c1ccc(Cl)cc1	?	nt	-5.0%
N#CCCn1cc(C(=O)O)c(-c2cccs2)n1	2.1%	-3.7%	5.0%
Cc1ccc(CNC(=O)CSCc2ccccc2C)cc1	-27.6%	7.0%	?
COc1ccc(-c2c[n+]3c(n2-c2ccccc2)SCC3)cc1	4.61µM*	nt	8.2µM*
CC1(C(=O)NS(=O)(=O)c2ccc(F)cc2F)CCN1C(=O)CCc1ccc(Cl)cc1Cl (stereo not given)	2.4%	nt	-3.6%
O=C(NCc1ccccc1)c1cccc(OCC(=O)N2CCN(C(=O)c3ccco3)CC2)c1	-17.8%	-2.0%	-2.5%
CC(C)(C)c1n[nH]c(=S)n(N)c1=O	-1.5%	5.2%	-3.2%

Two entries from above, as labelled records.
N#CCCn1cc(C(=O)O)c(-c2cccs2)n1
- DT40 TDP1 no CPT: 2.1%
- TDP1 block: -3.7%
- TDP1 cell CPT: 5.0%
Cc1ccc(CNC(=O)CSCc2ccccc2C)cc1
- DT40 TDP1 no CPT: -27.6%
- TDP1 block: 7.0%
- TDP1 cell CPT: ?
